ZTA DNA inh: ZTA (EBV) inhibition in EBNA-1 counter-screen; P03206; ZTA-DNA binding, fluorescence polarization; inhibition, % at 11 µM; hit rate 0.15% among 320,000; AID 2234; in the data active = inhibition above about 33%
EBNA-1 inh: EBNA-1 DNA-binding inhibitors, primary screen, biochemical, fluorescence polarization; inhibition, % at 14.8 µM; hit rate 0.34% among 300,000; AID 1950, 2009; in the data active = inhibition above about 28%
procasp7 counter: procaspase-7 activators, primary screen, counter-screen for procaspase-3 activator project, biochemical, absorbance, HTS, human | Caspase-7 (Homo sapiens), P55210 | recombinant procaspase-7, Ac-DEVD-pNA absorbance 405 nm; D23A/D198A/D206A triple mutant, cannot self-cleave; scale: DMSO 0, 5 µM enzyme 100 | activation, % at 8.5 µM | hit rate 0.093% among 330,000;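 active = percent activation above the screen-wide mean plus 3 SD, cut at about 25% in these data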
Target sequence (P55210 whole entry D23A/D198A/D206A): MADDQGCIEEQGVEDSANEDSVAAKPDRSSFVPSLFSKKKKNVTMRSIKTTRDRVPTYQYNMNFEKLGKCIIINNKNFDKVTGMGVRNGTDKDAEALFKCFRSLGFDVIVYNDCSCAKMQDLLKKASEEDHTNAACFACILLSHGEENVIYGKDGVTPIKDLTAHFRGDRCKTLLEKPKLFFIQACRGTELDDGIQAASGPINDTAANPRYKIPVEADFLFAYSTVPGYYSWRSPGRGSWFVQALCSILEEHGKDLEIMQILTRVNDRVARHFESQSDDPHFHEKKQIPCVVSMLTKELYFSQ
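Test system: Procaspase-7 triple mutant (PC-7 D3A). Also added: Ac-DEVD-pNA substrate, 400 µM as added. Schedule: 1 h enzyme–compound preincubation and 2 h substrate reaction, both 25 °C. Signal: p-Nitroaniline absorbance at 405 nm, read at 0 and 120 min. Control set: low DMSO alone, high DMSO plus 5 µM PC-7.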
RPL19A TOR yeast: RPL19A-GFP expression modulators in yeast, primary screen, cell-based, S. cerevisiae, multiplex flow cytometry, MLPCN | S. cerevisiae RPL19A-GFP strain, 3 h; active compounds read low | percent response vs DMSO, % at 10 µM | hit rate 0.3% among 330,000;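 active = percent response vs DMSO below 50%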;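 note: median channel GFP fluorescence of the barcoded RPL19A-GFP strain; ratio of sample median GFP to plate DMSO average so 100% = DMSO; lower means less RPL19A-GFP as with rapamycin TOR inhibition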
MEP2-GFP yeast: modulators of MEP2-GFP levels in yeast, primary screen, S. cerevisiae, multiplex flow cytometry, MLPCN library. GFP response vs DMSO, % at 10 µM. hit rate 0.51% among 330,000. S. cerevisiae MEP2-GFP strain, 3 h; 100% = DMSO control level;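 active = GFP response versus DMSO above a set limit, roughly screen mean plus 3 SD, cut at about 180% in these data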;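 note: median GFP fluorescence of the barcode-gated MEP2-GFP cells per well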
procasp3 activ: activators of human procaspase-3 D3A mutant, primary screen, biochemical, absorbance, PC-3 D3A mutant, single concentration; Caspase-3 (Homo sapiens), P42574; recombinant procaspase-3 D3A, Ac-DEVD-pNA absorbance 405 nm; activation, % at 8.5 µM; hit rate 0.11% among 330,000; AID 463141, 2010;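 active = activation above the mean of all tested compounds plus 3 SD, cut at about 21% in these data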;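 note: 0% = DMSO alone and 100% = DMSO wells spiked with extra 5 µM PC-3 D3A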
Target sequence (P42574 whole entry D9A/D28A/D175A): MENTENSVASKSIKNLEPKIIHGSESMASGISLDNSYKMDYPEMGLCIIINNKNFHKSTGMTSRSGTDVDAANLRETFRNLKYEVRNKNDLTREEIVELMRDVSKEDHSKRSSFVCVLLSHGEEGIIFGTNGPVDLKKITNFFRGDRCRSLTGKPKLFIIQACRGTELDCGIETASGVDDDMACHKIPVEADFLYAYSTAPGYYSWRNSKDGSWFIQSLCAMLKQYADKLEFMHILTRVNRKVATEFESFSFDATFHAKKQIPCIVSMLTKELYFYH
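Assay system: Autoprocessing-dead procaspase-3 D3A mutant enzyme; also added: Ac-DEVD-pNA; doses: one concentration, 8.5 µM nominal, 0.8% DMSO; times: 1 h compound preincubation, 2 h substrate hydrolysis at 25 °C; technique: 405 nm absorbance of p-nitroaniline, reads at 0 and 120 min; measure: % activation between DMSO and enzyme-spiked controls; repeats: single replicate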
LAP4-GFP MLPCN: modulators of LAP4-GFP expression in yeast, primary screen, S. cerevisiae, multiplex flow cytometry, MLPCN library; hit rate 0.34% among 320,000; GFP response vs DMSO, % at 10 µM; 3 h; median GFP as percent of DMSO wells;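 active = GFP response vs DMSO above a set limit, about the screen mean plus 3 SD, cut at about 150% in these data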
AHR activator: AHR activators, primary screen, cell-based, luminescence, luciferase reporter, human | AHR-responsive luciferase reporter cells | activation, % at 5 µM | hit rate 2.5% among 320,000 | AID 2796, 2010; in the data active = activation above about 47%;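 note: 0% = vehicle wells and 100% = reference agonist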
* hit, by the source's call; . = not tested or not shown. No enrichment for hits; about 3.8% have a hit in one of these screens.

SMILES	ZTA DNA inh	EBNA-1 inh	procasp7 counter	RPL19A TOR yeast	MEP2-GFP yeast	procasp3 activ	LAP4-GFP MLPCN	AHR activator
CCOC(=O)c1sc(NC(=O)Nc2ccc(F)cc2)nc1C	-15	4	4	102	99	6	93	-4
CCCCn1c2ccccc2c2cc(CC(N)=O)ccc21	1	-16	8	90	92	2	97	-1
CCCC(C)C1c2c(c(C)c(C)oc2=O)Oc2c(C)c(C)oc(=O)c21 (stereo unspecified)	.	.	7	91	91	-4	93	-3
O=C(N/N=C/c1ccccn1)c1cccc(S(=O)(=O)Nc2ccccc2Cl)c1	-2	4	6	98	101	6	95	3
COc1ccc(CCN(CC(=O)NC2CCCC2)C(=O)CCC(=O)Nc2cc(C)on2)cc1OC	-9	-13	14	100	98	-4	100	-1
CCCn1c(=O)c(C(=O)NNS(=O)(=O)c2ccc(Cl)cc2)c(O)c2ccccc21	13	13	7	102	104	2	88	1
COc1ccc2sc(-c3ccc(S(C)(=O)=O)cc3)c(-c3ccc(SC)cc3)c2c1	.	.	12	89	93	11	101	5
CN(C)/N=C/c1ccc(/C=N/NC(N)=S)o1	7	3	0	106	118	4	115	13
CC(=O)c1ccc(NC2OC(C)C(O)C(O)C2O)cc1 (stereo unspecified)	3	-10	-2	97	99	-2	95	2
CN(C)c1cccc(C(=O)N/C=C/n2cnc3cc(C(F)(F)F)ccc32)c1	15	-4	7	89	97	4	105	9
COc1cc(NC(C)C(=O)N2CC(C)OC(C)C2)cc(OC)c1 (stereo unspecified)	-1	-2	11	98	108	7	103	3
COc1ccc(S(=O)(=O)N(C)c2ccc(C(=O)Nc3c(C)n(C)n(-c4ccccc4)c3=O)cc2)cc1	9	3	-2	98	95	-7	92	2
Cc1ccccc1C(=O)NC(=S)NCC(=O)c1ccccc1	-6	6	-31	96	103	-19	97	1
COc1cc(N2C(=O)c3ccccc3C2=O)c(Cl)cc1C(=O)OCC(=O)N1CCOCC1	2	-6	-4	94	101	-2	111	2
O=C(c1ccccn1)N1CCCC(N2CCN(c3ccccc3)CC2)C1 (stereo unspecified)	-6	1	10	100	98	-4	106	1
CC(C)(C)c1ccc(-n2ncc3c2CCCC3NC(=O)CN2CCCC2=O)cc1 (stereo unspecified)	-3	1	-7	102	105	5	107	0
O=C(Nc1nc(-c2ccccc2)cs1)NC1CCCCC1	-7	5	5	103	104	3	105	-11
COc1ccccc1C(=O)Nc1ccc(Oc2ncnc3sc(-c4ccccc4)cc23)cc1	-6	-14	-8	99	99	-12	97	80*
CC(C)c1ccc(NC(=O)C(c2ccc3c(c2)OCO3)N2CCN(C(=O)c3ccco3)CC2)cc1 (stereo unspecified)	6	15	0	97	94	-2	93	0
OC(CN1CCC(Cc2ccccc2)CC1)c1ccccc1 (stereo unspecified)	-8	5	-1	109	107	5	92	3

Some of the entries so far, in CSV form:
canonical_smiles,ZTA DNA inh,EBNA-1 inh,procasp7 counter,RPL19A TOR yeast,MEP2-GFP yeast,procasp3 activ,LAP4-GFP MLPCN,AHR activator
CC(C)c1ccc(NC(=O)C(c2ccc3c(c2)OCO3)N2CCN(C(=O)c3ccco3)CC2)cc1 (stereo unspecified),6,15,0,97,94,-2,93,0
OC(CN1CCC(Cc2ccccc2)CC1)c1ccccc1 (stereo unspecified),-8,5,-1,109,107,5,92,3

The main list resumes, starting 7 compounds before the break.
SMILES	ZTA DNA inh	EBNA-1 inh	procasp7 counter	RPL19A TOR yeast	MEP2-GFP yeast	procasp3 activ	LAP4-GFP MLPCN	AHR activator
COc1cc(N2C(=O)c3ccccc3C2=O)c(Cl)cc1C(=O)OCC(=O)N1CCOCC1	2	-6	-4	94	101	-2	111	2
O=C(c1ccccn1)N1CCCC(N2CCN(c3ccccc3)CC2)C1 (stereo unspecified)	-6	1	10	100	98	-4	106	1
CC(C)(C)c1ccc(-n2ncc3c2CCCC3NC(=O)CN2CCCC2=O)cc1 (stereo unspecified)	-3	1	-7	102	105	5	107	0
O=C(Nc1nc(-c2ccccc2)cs1)NC1CCCCC1	-7	5	5	103	104	3	105	-11
COc1ccccc1C(=O)Nc1ccc(Oc2ncnc3sc(-c4ccccc4)cc23)cc1	-6	-14	-8	99	99	-12	97	80*
CC(C)c1ccc(NC(=O)C(c2ccc3c(c2)OCO3)N2CCN(C(=O)c3ccco3)CC2)cc1 (stereo unspecified)	6	15	0	97	94	-2	93	0
OC(CN1CCC(Cc2ccccc2)CC1)c1ccccc1 (stereo unspecified)	-8	5	-1	109	107	5	92	3
Cc1ccc(Nc2nc(N3CCOCC3)nc(N3CCOCC3)n2)cc1C	-11	14	1	98	94	14	103	-5
Cc1noc(C)c1S(=O)(=O)N(C)C[C@H]1Oc2ccc(NC(=O)Cc3ccccc3)cc2C(=O)N([C@H](C)CO)C[C@@H]1C	.	.	-1	101	99	6	95	2
CC(C)(C)CN1CCNC(=O)C1CC(=O)N1CCOc2ccccc2C1 (stereo unspecified)	6	-9	6	84	90	-5	92	2
O=C1/C(=C/c2cccnc2)SC(=S)N1CCc1ccccc1	-7	-6	-2	94	89	-3	94	-1
Cc1ccc(S(=O)(=O)c2nc(NCCN(C)C)sc2Cl)cc1	5	-11	-5	94	105	4	94	-2
COc1ccc(N2CCN(C(=O)CCCn3c(=O)c4cccn4c4cccnc43)CC2)cc1	-6	0	7	99	96	4	92	1
Cc1cc(C)nc(NC(=O)c2ccc(OC(C)C)cc2)n1	-22	-1	7	103	105	-6	99	49*
